# Source: PubChem BioAssay (several laboratories)
# NTR1 agonist = agonists of NTR1, primary screen, imaging, U2OS cells, beta-arrestin-GFP, high content (AID 493036) | NTR1-U2OS beta-arrestin-GFP spot imaging, agonist mode | 330,000 compounds, 0.17% hits | activation, % at 20 µM | Neurotensin receptor type 1 (Homo sapiens), P30989;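 active = activation at or above 40% of the spot to cytoplasm intensity ratio, with at least 20 cells analyzed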;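 note: 0% = DMSO without peptide and 100% = 100 nM NTR1 peptide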
# Target sequence (P30989 whole entry, looked up): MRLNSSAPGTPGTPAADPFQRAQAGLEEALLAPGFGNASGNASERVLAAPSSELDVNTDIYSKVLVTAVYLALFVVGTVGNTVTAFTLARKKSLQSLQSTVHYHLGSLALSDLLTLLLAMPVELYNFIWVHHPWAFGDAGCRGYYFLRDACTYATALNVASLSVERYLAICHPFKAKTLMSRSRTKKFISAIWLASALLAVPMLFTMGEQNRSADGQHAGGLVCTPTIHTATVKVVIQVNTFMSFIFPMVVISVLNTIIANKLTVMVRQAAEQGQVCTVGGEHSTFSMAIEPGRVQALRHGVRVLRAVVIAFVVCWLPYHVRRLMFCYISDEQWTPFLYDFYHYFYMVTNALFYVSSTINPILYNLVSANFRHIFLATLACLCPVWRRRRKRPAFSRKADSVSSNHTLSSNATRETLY
# RSV antiviral HEp-2 = RSV antiviral activity via CPE protection, HEp-2 cells, primary 10 µM value included (AID 2391); HEp-2 cells, RSV-induced CPE inhibition; higher % means a stronger effect; one-dose CPE inhibition, % at 10 µM; IC50 in µM for titrated hits; 310,000 compounds, 0.13% hits; in the data active = a potency from the dose series; note: strong numbers were not always called active
# K1F lysis inhibition = inhibition of K1F phage lysis, E. coli UTI89, bacterial capsule biogenesis inhibitors, alamar blue (AID 488966); 340,000 compounds, 0.02% hits; one-dose inhibition, % at 100 µM; IC50 in µM for titrated hits; E. coli UTI89 K1F phage lysis, alamar blue, 2 h; higher % means a stronger effect;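 active = phage lysis inhibition, versus mean bacterial control, above a set limit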;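 note: capsule biogenesis inhibitors block K1F phage lysis so surviving cells raise fluorescence; higher fluorescence means more inhibition of phage lysis; actives were called in the ten point dose series up to 300 µM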
# Dengue-2 NS5 capping = Dengue-2 NS5 methyltransferase inhibitors, primary screen, biochemical, confirmation dose response (AID 588689). Genome polyprotein (Dengue virus type 2 (strain 16681-PDK53)). Dengue-2 NS5 methyltransferase capping enzyme assay, biochemical; higher % means a stronger effect. inhibition, % at 25 µM; hits with a dose series show IC50 in µM. 340,000 compounds, 0.3% hits; in the data active = a potency from the dose series
# LYP inhibition = inhibitors of LYP phosphatase, biochemical, fluorescence intensity, uHTS (AID 1779) | Tyrosine-protein phosphatase non-receptor type 22 (Homo sapiens) | recombinant LYP phosphatase, fluorescence intensity; higher % means a stronger effect | one-dose inhibition, % at 11.5 µM; IC50 in µM for titrated hits | 290,000 compounds, 0.054% hits; in the data active = inhibition above about 50%;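 note: plate controls were vehicle with enzyme for no effect and no enzyme for full effect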
# AID2073 = inhibitors of Mint1-CaV2.2 protein interaction, biochemical, HTRF (AID 2073); HTRF protein-protein interaction, Mint1-CaV2.2; higher % means a stronger effect; Voltage-dependent N-type calcium channel subunit alpha-1B (Homo sapiens); 290,000 compounds, 0.19% hits; one-dose inhibition, % at 20 µM; IC50 in µM for titrated hits; in the data active = inhibition mostly above about 51%, no sharp cut-off; note: some results filed as inactive read as strong as hits
# WT yeast gro inh = growth inhibition of WT strain, primary screen, mitochondrial fusion inhibitor project, WT and mutant strains, chemical genetic; mitochondrial fusion phenotypic screen; inhibition, % at 10 µM; 190,000 compounds, 2.1% hits; in the data active = inhibition above about 58%; tested in S. cerevisiae
# GPR35 antagonists = GPR35 antagonists blocking zaprinast-driven arrestin recruitment, primary screen, imaging, U2OS, beta-arrestin-GFP, zaprinast agonist (AID 2058); U2OS GPR35 beta-arrestin-GFP translocation imaging, zaprinast antagonism; higher % means a stronger effect; 290,000 compounds, 0.052% hits; inhibition, % at 10 µM, or IC50 in µM where a hit was titrated;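 active = inhibition of at least 50% with at least 30 cells and total cytoplasm GFP at most 10,000,000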
# Autophagy HCS = autophagy modulators in MEF cells, primary screen, imaging, high-content, MEF GFP-LC3 | MEF GFP-LC3 puncta imaging; test concentration mostly 10 µM | calls only at 10 µM (by protocol) | 190,000 compounds, 0.98% hits | AID 463193, 2010;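 active = percentage of spot-positive cells more than 3 SD above its plate mean, without a fluorescence outlier flag or 80% toxicity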;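 note: spot-positive cell cutoff set from DMSO-treated cells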
# WT yeast gro inh mutant strain = second read-out of WT yeast gro inh, no call of its own (marks repeat the call); inhibition, %; mitochondrial fusion phenotypic screen, mutant strain inhibition
# Autophagy HCS cell loss 18 h = recorded beside Autophagy HCS, whose call it bears; toxicity, %; measured here: cell loss, nuclei count;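 cell loss after 18 h compound exposure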
# NTR1 agonist cell count 20 µM = recorded beside NTR1 agonist, whose call it bears; cell count; measured here: cell count, cytotoxicity flag
# Dengue-2 NS5 capping pilot replicate = second read-out of Dengue-2 NS5 capping, no call of its own (marks repeat the call); inhibition, %; measured here: pilot screen replicate inhibition
# * marks the source's active call; other numbers are inactive results; i = inactive; . = not tested or not shown; [ ] = dose if it differs, or a comment. Random draw from the library (roughly 2.6% active in at least one column).
SMILES,NTR1 agonist,NTR1 agonist cell count 20 µM,RSV antiviral HEp-2,K1F lysis inhibition,Dengue-2 NS5 capping,LYP inhibition,AID2073,WT yeast gro inh,WT yeast gro inh mutant strain,GPR35 antagonists,Autophagy HCS,Autophagy HCS cell loss 18 h,others
Cc1ccc(S(=O)(=O)NC(=O)Nc2ncc3c(n2)CC(c2ccco2)CC3=O)cc1 (stereo not given),-1.8,81,1.3%,0.1%,0%,-4%,17%,-6,4,5%,i,0,
COc1cc(C(=O)NNC(=O)c2ccccc2OCc2c(C)noc2C)cc(OC)c1OC,0.8,55,-0.1%,0.7%[50 µM],-2%,.,.,.,.,.,.,.,
Cc1ccc(C)c(-c2ccc(=O)n(Cc3c(F)cccc3Cl)n2)c1,20,99,7.9%,-0.1%,2%,1%,13%,.,.,8%,.,.,
CCN(CC(=O)NCCC1=CCCCC1)S(=O)(=O)c1ccccc1,1.1,72,-1.0%,0.2%,-5%,-7%,-12%,.,.,-15%,.,.,
Brc1cccc(-c2nnc3n2CCC3)c1,0.5,62,1.0%,0.4%,-1%,1%,1%,-11,12,19%,i,-1,
CCN1C(=O)N[C@@H](c2ccc(Br)cc2)C(C(=O)OC)=C1C,-0.5,101,5.7%,0.9%,-2%,-6%,4%,-6,-23,-12%,i,18,
COc1ccc2nc(C)cc(SCC(=O)N/N=C/c3ccccc3)c2c1,4.4,37,1.0%,5.3%,-7%,-3%,-4%,-10,0,-6%,i,-1,
O=C1C(Cl)=C(NCCCO)C(=O)c2ccccc21,-0.9,48,7.5%,-0.9%,-7%,-10%,-7%,33,9,9%,i,5,
CCOC(=O)C1(CCc2ccccc2)CCN(C(=O)C2CCOCC2)CC1,3.3,42,-0.8%,0.2%,1%,-1%,-1%,-2,4,6%,i,-17,
COc1ccc(C(=O)NN/C(=N/S(=O)(=O)c2ccc(C)cc2)c2ccccc2)cc1,0.3,49,-1.3%,0.7%[50 µM],0%,-11%,4%,.,.,-6%,.,.,
Cc1ccc(NS(=O)(=O)c2ccc(C3CCCCC3)cc2)cc1,18,32,5.7%,1.1%,5%,4%,-5%,80*,32*,-6%,i,25,
O=S(=O)(c1cccs1)n1cccn1,-0.9,70,0.3%,-0.7%,-4%,-7%,4%,3,3,-3%,i,-24,
CC(CC(=O)Nc1cc(C(F)(F)F)ccc1Cl)c1ccccc1 (stereo not given),1.2,60,4.5%,0.5%,0%,-5%,0%,29,18,0%,i,5,
Cn1c(N)c(C(=O)COC(=O)c2ccc3c(c2)OCCO3)c(=O)n(C)c1=O,2.2,87,0.8%,2.6%,-1%,-5%,7%,-2,6,-2%,i,-5,
COc1cccc(C2=NOC(C(=O)Nc3ccccc3SC)C2)c1 (stereo not given),-0.6,97,-0.3%,0.0%,-2%,-7%,7%,-2,10,7%,i,-1,
O=C1NC(=Nc2ccccc2)SC1Cc1cccc(Cl)c1Cl (stereo not given),.,.,5.8%,-1.4%,1%,-3%,-5%,11,4,16%,i,-13,
CCOC(=O)c1[nH]c(C)c(C(=O)NCCC2=CCCCC2)c1C,-0.4,50,0.7%,0.7%,0%,-8%,-3%,-5,-13,-9%,i,-3,
COc1cccc(OCCNC(=O)c2cc(OC)c(OC)c(OC)c2)c1,0.1,102,3.5%,0.5%,-5%,-1%,12%,.,.,2%,.,.,
COc1ccc(C)cc1-n1cnnn1,1.0,49,4.7%,-0.3%,7%,-6%,-2%,.,.,-1%,.,.,
NC(=O)c1c(NC(=O)C(=O)N2CCOCC2)sc2c1CCCC2,0.8,66,7.1%,2.5%,3%,-9%,-8%,.,.,11%,.,.,
CC1(CC(=O)N/N=C/c2cc3c(cc2Br)OCO3)OCCO1,-1.4,39,-1.2%,0.6%,-7%,3%,-2%,0,-3,-21%,i,-10,
OC1CCC(NC(=S)Nc2ccc(SC(F)F)cc2)CC1 (stereo not given),0.3,47,9.3%,0.5%,-8%,-5%,-10%,-10,5,8%,i,0,
COCCCNc1nc2ccccc2nc1NS(=O)(=O)c1ccc(C)c(C)c1,1.7,60,-2.0%,-0.1%,-5%,-6%,2%,.,.,-6%,.,.,
COc1ccc(C(CNC(=O)c2ccc(NS(=O)(=O)c3ccc(F)c(C)c3)cc2)N(C)C)cc1 (stereo not given),0.6,58,-1.3%,0.2%,-6%,.,.,.,.,.,.,.,
CC1CCN(CCCCOc2cccc(Br)c2)CC1,-1.0,72,-0.4%,-0.1%[50 µM],-6%,-4%,-2%,26,30,-8%,i,-1,
O=C(c1ccccc1)N1N=C(c2ccco2)CC1c1cccs1 (stereo not given),-0.2,55,1.3%,1.3%,-7%,3%,48%,0,13,15%,i,29,
O=C(CCc1ccc(S(=O)(=O)N2CCOCC2)cc1)NN=C1CCCCCCC1,0.3,63,0.0%,1.7%,-1%,-8%,7%,2,8,16%,i,10,
NC(=O)c1ccc(NC(=O)COC(=O)CCCN2C(=O)c3cccc4cccc(c34)C2=O)cc1,1.2,101,5.0%,0.2%,-7%,-10%,14%,-8,-19,1%,i,7,
CC(Oc1ccccc1F)C(=O)NNC(=O)c1cccc(S(=O)(=O)N2CCN(C)CC2)c1 (stereo not given),2.9,45,0.6%,0.5%[50 µM],-3%,.,.,.,.,.,.,.,
Clc1ccc(-c2nc(N3CCOCC3)nc3ccccc23)cc1,7.8,60,5.5%,i,4%,-2%,20%,.,.,2%,.,.,
CN1CCN(S(=O)(=O)c2ccc(NS(=O)(=O)c3ccccc3)cc2)CC1,-0.9,63,0.5%,-0.2%,-6%,-7%,37%,.,.,1%,.,.,
CC(C)C(=O)Nc1ncc(Cc2ccccc2Cl)s1,-0.7,47,-1.6%,0.7%,-1%,-8%,5%,-2,1,3%,i,1,
Cc1ccccc1C(=O)Nc1ccccc1N1CCN(C(=O)c2ccccc2)CC1,3.4,69,6.3%,0.1%,3%,-9%,5%,.,.,9%,.,.,
CCCN1CCC(=NNC(=O)CSc2cc(C)c(Br)cc2C)CC1,-0.1,60,2.4%,2.5%,-7%,0%,5%,18,10,1%,i,5,
O=C(Nc1ccc(Cl)c(Cl)c1)Nc1nnc(CSc2ccccc2)s1,13,43,13%,1.1%[50 µM],-7%,0%,0%,15,-5,18%,i,11,
COc1cc(/C=N/Nc2ccc(Cl)nn2)cc(OC)c1O,1.6,45,0.2%,1.4%,9%,-3%,-10%,.,.,4%,.,.,
CCCCc1nc(NCCN2CCOCC2)c(C#N)c2c1COC(C)(C)C2,3.8,60,0.0%,3.2%,-2%,3%,1%,23,24,-9%,i,-3,
CC(=O)n1cc(C2C(=O)CC(C)(C)CC2=O)c2ccccc21,-0.4,69,-1.7%,0.0%,-5%,-2%,-5%,3,4,15%,i,22,Dengue-2 NS5 capping pilot replicate=3.6
CCN(CCCNC(=O)COc1cc(=O)n(C)c2ccccc12)c1cccc(C)c1,1.3,89,4.2%,-0.9%,5%,-2%,-5%,1,-17,-3%,i,9,Dengue-2 NS5 capping pilot replicate=-2.4
O=C(CN1CCN(c2ccccc2)CC1)Nc1cccc(C(F)(F)F)c1,-0.6,54,0.1%,0.7%,-7%,1%,3%,2,8,-7%,i,1,
Cc1cc(NC(=O)COC(=O)c2ccc([N+](=O)[O-])cc2Cl)no1,1.2,44,0.1%,-1.3%[50 µM],-7%,.,.,.,.,.,.,.,
Cc1cccc(OC(=O)Cn2c(C(F)(F)F)nc3ccccc32)c1,-0.9,40,2.0%,-0.3%,-4%,-4%,1%,22,13,18%,i,14,
CC(/C=N/NC(=O)c1nnn(-c2nonc2N)c1C(C)C)=C\c1ccco1,0.1,60,5.7%,0.0%,-6%,-3%,12%,.,.,14%,.,.,
O=C(Nc1cccn2ncnc12)C(F)(F)F,-0.2,21,-0.5%,-0.4%,3%,-2%,-13%,4,10,8%,i,-13,
COC(=O)c1ccc(CNC(=O)N2CCN(S(=O)(=O)c3ccc(C)cc3)CC2)cc1,1.1,56,9.0%,0.1%,-1%,-10%,0%,.,.,2%,.,.,
O=C(CC(c1ccccc1)c1cc(Br)ccc1O)N1CCCCC1 (stereo not given),4.8,48,-0.5%,-0.2%,-1%,-2%,12%,.,.,-5%,.,.,
CN(C)c1ccc(Nc2cc(Cl)ncn2)cc1,0.8,64,1.4%,1.1%,.,-5%,-16%,.,.,-2%,.,.,
COc1cc2c(=O)n(Cc3ccccc3)c(=O)n(CC(=O)NCC3CCCO3)c2cc1OC (stereo not given),-2.7,74,1.0%,-0.1%,-4%,-8%,4%,11,-5,-3%,i,-6,
CN1CCN(C(=O)CN(c2cccc(Cl)c2)S(=O)(=O)c2ccccc2)CC1,0.4,50,-0.8%,2.1%,1%,-2%,2%,17,18,2%,i,-2,
Cc1ccc(OCC(=O)N2CC3(C)CC2CC(C)(C)C3)cc1 (stereo not given),-2.9,75,-0.7%,5.9%,3%,-2%,14%,0,-12,-11%,i,6,

# The results go on:
SMILES,NTR1 agonist,NTR1 agonist cell count 20 µM,RSV antiviral HEp-2,K1F lysis inhibition,Dengue-2 NS5 capping,LYP inhibition,AID2073,WT yeast gro inh,WT yeast gro inh mutant strain,GPR35 antagonists,Autophagy HCS,Autophagy HCS cell loss 18 h,others
NNC(=O)CCN1CCN(Cc2ccccc2)CC1,-0.6,56,0.4%,-0.7%,-4%,0%,-1%,0,2,-20%,i,20,
O=C(CCSc1ccccc1)NCCSCc1ccccc1,-2.0,70,1.6%,6.2%,-3%,-6%,-3%,-1,-9,6%,i,5,
CCOC(=O)C1=C(c2ccccc2)Nc2ncnn2C1c1ccc(OC)c(OC)c1OC (stereo not given),0.7,56,-1.5%,4.6%,-3%,4%,29%,-13,7,-3%,i,1,
Nc1ccc(-n2nncc2-c2ccco2)cc1,-1.6,67,1.8%,3.8%,2%,-3%,5%,-3,-3,-20%,i,1,
